Screens as filed in PubChem BioAssay.
KDM5B inhibitor – inhibitors of human KDM5B histone demethylase; Q9UGL1; KDM5B demethylase, FDH-coupled NADH fluorescence (FDH is formaldehyde dehydrogenase); Potency, µM (titrated, usually from 57.7 µM), for inactives: at the top dose activity change, negative = inhibition, actives largely listed as inhibitors; hit rate 2.6% among 220,000; AID 1347165; active means well fitted inhibition curve with a large enough effect; inconclusive means small, poorly fitted or top-dose-only effect; inactive means no such curve, though single readings can be large or run the other way; further: 0% is about no effect; nearly all actives have a fitted effect of over 70% in size
Target sequence (Q9UGL1 whole entry, looked up): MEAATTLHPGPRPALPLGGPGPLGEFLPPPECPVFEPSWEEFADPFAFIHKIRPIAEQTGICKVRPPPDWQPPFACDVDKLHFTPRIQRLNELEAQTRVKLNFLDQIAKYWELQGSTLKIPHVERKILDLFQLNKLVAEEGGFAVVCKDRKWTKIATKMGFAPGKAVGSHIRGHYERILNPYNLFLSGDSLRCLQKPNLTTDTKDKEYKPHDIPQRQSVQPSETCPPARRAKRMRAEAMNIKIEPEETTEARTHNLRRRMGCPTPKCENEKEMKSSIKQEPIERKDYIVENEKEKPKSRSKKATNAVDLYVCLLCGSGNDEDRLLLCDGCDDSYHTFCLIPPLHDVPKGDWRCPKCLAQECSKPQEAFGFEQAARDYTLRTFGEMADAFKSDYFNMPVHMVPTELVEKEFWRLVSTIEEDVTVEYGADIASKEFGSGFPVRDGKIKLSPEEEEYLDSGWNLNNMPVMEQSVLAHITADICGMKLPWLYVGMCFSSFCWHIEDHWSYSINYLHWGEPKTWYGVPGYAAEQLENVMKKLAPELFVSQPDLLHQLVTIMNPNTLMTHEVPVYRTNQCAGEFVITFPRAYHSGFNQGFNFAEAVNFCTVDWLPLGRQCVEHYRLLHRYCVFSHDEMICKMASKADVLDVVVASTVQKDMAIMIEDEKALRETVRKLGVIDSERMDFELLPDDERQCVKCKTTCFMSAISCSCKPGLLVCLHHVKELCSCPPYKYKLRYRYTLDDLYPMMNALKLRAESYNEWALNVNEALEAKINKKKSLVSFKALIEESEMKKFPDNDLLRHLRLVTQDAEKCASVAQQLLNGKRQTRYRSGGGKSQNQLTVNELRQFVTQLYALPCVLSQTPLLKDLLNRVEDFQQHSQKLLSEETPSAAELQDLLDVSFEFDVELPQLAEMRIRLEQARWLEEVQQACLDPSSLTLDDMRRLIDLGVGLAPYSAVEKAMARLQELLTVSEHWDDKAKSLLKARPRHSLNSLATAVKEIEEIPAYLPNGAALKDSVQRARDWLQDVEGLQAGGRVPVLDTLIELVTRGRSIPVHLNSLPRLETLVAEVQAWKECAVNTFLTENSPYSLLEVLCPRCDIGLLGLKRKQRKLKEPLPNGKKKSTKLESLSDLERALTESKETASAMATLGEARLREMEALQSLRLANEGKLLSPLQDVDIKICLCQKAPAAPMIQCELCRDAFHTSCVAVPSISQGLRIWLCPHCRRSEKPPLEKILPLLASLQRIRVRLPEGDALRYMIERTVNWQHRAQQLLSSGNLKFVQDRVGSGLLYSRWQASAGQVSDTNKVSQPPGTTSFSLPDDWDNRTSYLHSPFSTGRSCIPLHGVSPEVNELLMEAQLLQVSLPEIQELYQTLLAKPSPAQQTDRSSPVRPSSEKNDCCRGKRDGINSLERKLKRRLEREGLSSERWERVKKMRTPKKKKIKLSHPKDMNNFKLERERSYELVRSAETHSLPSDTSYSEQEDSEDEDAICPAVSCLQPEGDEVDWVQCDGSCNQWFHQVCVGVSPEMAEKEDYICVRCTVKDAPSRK
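Coupled FDH/NAD⁺ fluorescence readout. KDM5BΔAP 200 nM final; compound titration, 10 min RT preincubation; substrate mix 12.5 µM H3K4me3, 25 µM 2-OG, 50 µM Fe(II), 100 µM ascorbate, 0.25 mM NAD⁺, 0.25 U/mL FDH; ΔRFU over 30 min.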
Numbers without * were called inactive; i = inactive; ? = inconclusive; [ ] = dose if it differs, or a comment. Potency means the concentration at half of the fitted maximal effect.

SMILES	KDM5B inhibitor
COc1cc(/C=C(/C#N)c2ccc(C(=O)O)cc2)cc(Cl)c1OC(C)C	-23.1%
C/C(=N/Nc1ccc(S(N)(=O)=O)cc1[N+](=O)[O-])c1ccc(C)cc1	-13.9%
CC(=O)Nc1ccc(NC(=O)C2CCN(c3nc4ccccc4nc3OC(C)C)CC2)cc1	?
Cc1ccc2c(c1)c1c(c(=O)n(Cc3ccccc3)c(=O)n1Cc1cccc(F)c1)n2C	?
CCc1nc2c(c(-c3ccc(OC)cc3)n1)CN(C(=O)c1ccccc1OC)CC2	2.6%[115 µM]
O=C(C1CCCC1)N1CCC(c2noc(CO)n2)C1 (stereo unspecified)	5.2%
O=C(NCc1cccnc1)C1CCc2nnc(-c3ccc(Cl)nc3)n21 (stereo unspecified)	10.2%[115 µM]
O=C(COc1ccc(Cl)cc1)Nc1ccc2c(c1)N(C(=O)c1cccnc1)CC2	11.5%
O=C(NNC(=O)C1CCC1)c1ccc(Cl)cc1	41.3%[activator]
CC(=O)Nc1ccc(Nc2ncnc3c2c(-c2ccccc2)cn3-c2ccc(C)c(Cl)c2)cc1	?
CC(C)c1noc(C2CCCN(S(=O)(=O)c3ccccc3)CCC(=O)NCC2)n1 (stereo unspecified)	1.3%
CN(C)c1ncccc1CNC(=O)Cc1ccccc1F	-3.5%
COc1ccc(CC(=O)Nc2ccc3c(c2)NC(=O)C(C)O3)cc1 (stereo unspecified)	-12.3%
CC(C)(C)C(=O)NCc1cccc(Oc2ccccc2)c1	-0.4%
Cc1ncc(CC(=O)NCc2ccc3[nH]c(-c4ccccc4F)c(C)c3c2)c(=O)[nH]1	?
Cc1cnc(-c2cccnc2)n1C1CCCN(C(=O)C2(c3ccccc3)CC2)C1 (stereo unspecified)	-12.7%
COc1ccc(Br)cc1C(=O)Nc1ccc(-c2nc3ncccc3o2)cc1C	11.2%
O=C(CSc1nnnn1C1CCCC1)NC(c1ccc(F)cc1)c1cccs1 (stereo unspecified)	12.2%
CC(=O)c1ccc(NC(=O)N2Cc3[nH]cnc3C[C@H]2c2nc(-c3ccccc3)no2)cc1	-20.3%[86.2 µM]
CN(CC(=O)NC(=O)NCc1ccccc1)CC(=O)Nc1cccc(F)c1	-35.0%
COC[C@H]1CCCN1C(=O)C[C@@H]1O[C@H](CNC(=O)C2CC2)[C@@H](O)[C@H]1O	-15.5%[86.2 µM]
COc1ccc(-n2c(=O)c3c(C)c(C)sc3n(Cc3ccc(F)cc3)c2=O)c(OC)c1	-30.8%
CCC1CN(C(=O)N2CCC(C(=O)NCc3cccc(F)c3)CC2)c2cc(C)ccc2O1 (stereo unspecified)	-10.1%
CC1(C)C(=O)N(CC(=O)Nc2cccc(F)c2)c2ccc(S(=O)(=O)N3CCCCC3)cc21	-16.2%
Cc1ccc(Nc2c3c(nc4nncn24)CCC3)cc1C	5.9%
Cc1ncsc1C(=O)NCc1cccnc1	-22.4%
CCOCCCNCc1cccc(Br)c1	?
COc1ccccc1-c1cc(NC(=O)CCC2CCCO2)n[nH]1 (stereo unspecified)	19.2%
COC(=O)[C@@H]1Cc2ncn(C)c2CN1C(=O)CC(C)(C)C	-29.9%[115 µM]
CC(C)C(=O)Nc1ccc(C2(C(=O)NCc3cccs3)CCCCC2)cc1	17.9%
COc1ccc(NC(=O)c2c(NCc3cccs3)sc3c2CCCCC3)cc1	?
CC(=O)Nc1ccc(NS(=O)(=O)c2ccc3c(c2)CC(C)N3C(=O)C2CCC2)cc1 (stereo unspecified)	10.1%[11.5 µM]
CC(=O)NCCc1nc2cc(NC(=O)c3ccc(F)cc3)ccc2n1C	-0.3%
CC(=O)c1sc(NC(=O)c2nn(Cc3ccccc3)c(=O)c3ccccc23)nc1C	-9.7%
CCOc1ccc(NC(=O)CSc2c3c(nc4ccccc24)CCCC3)cc1	-2.2%
COc1cc(C#N)ccc1OC(C)C(=O)c1ccc(Cl)cc1 (stereo unspecified)	9.4%
Cc1csc(NC(=O)C2CC(=O)N(c3n[nH]c4ccccc34)C2)n1 (stereo unspecified)	-39.8%
COc1cccc(-c2cc(C(F)(F)F)nc(-n3nc(C)c(Br)c3C)n2)c1	?
Cc1ccc(C)c(N2CCN(C(=O)CN3C(=O)CSc4c3c(C)nn4-c3ccccc3)CC2)c1	14.8%
COc1ccc2c(=O)c3c(=O)n(Cc4ccccc4)c(C(C)C)nc3oc2c1	0.1%
COc1ccc(NC(=O)[C@H](Cc2ccccc2)N2Cc3ccccc3C2=O)cc1OC	?
O=C(OCC(=O)N1CCc2ccccc2C1)c1cc(=O)[nH]c2ccccc12	?
CCC(NC(=O)Nc1cc(Cl)ccc1OC)c1c(-n2cccc2)sc2c1CCN(C)C2 (stereo unspecified)	?
CCCN1C(SCC(=O)Nc2c(C)cccc2C)=NS(=O)(=O)c2ccccc21	0.5%
N#Cc1ccc(C(=O)N2C[C@@H](CO)[C@H](c3ccccn3)C2)cc1	29.6%

The closing 4 records of the part before lead into the next:
SMILES	KDM5B inhibitor
O=C(OCC(=O)N1CCc2ccccc2C1)c1cc(=O)[nH]c2ccccc12	?
CCC(NC(=O)Nc1cc(Cl)ccc1OC)c1c(-n2cccc2)sc2c1CCN(C)C2 (stereo unspecified)	?
CCCN1C(SCC(=O)Nc2c(C)cccc2C)=NS(=O)(=O)c2ccccc21	0.5%
N#Cc1ccc(C(=O)N2C[C@@H](CO)[C@H](c3ccccn3)C2)cc1	29.6%
CCOC(=O)c1sc(NC(=O)C[C@H]2NC(=O)c3ccccc3NC2=O)nc1C	-7.6%
Cc1ccc2[nH]cc(S(=O)(=O)c3ccc(C)c(C)c3)c(=O)c2c1	-23.7%
CN1[C@@H](CCC(=O)NCc2ccco2)CNC(=O)[C@@H]2[C@H]1CCN2Cc1ccc(C(=O)O)cc1	?
Cc1ccc(-c2c(C(F)(F)F)nn3c(N4CCN(CCO)CC4)cc(C)nc23)cc1	-10.0%
Brc1ccc(CN2CCc3nc(N4CCN(c5ncccn5)CC4)ncc3C2)cc1	?
CC(C)Cc1nc(NCCN)c(C#N)c2c1CCCC2	?
O=C(CCSC1CCc2ccccc2NC1=O)Nc1ccc2c(c1)OCCO2 (stereo unspecified)	10.2%
CCCN1CCC(NC(=O)c2csc3c2CCC(C)C3)CC1 (stereo unspecified)	-2.7%
COc1cccc(C2C3=C(CCCC3=O)Nc3c(C#N)cnn32)c1OC (stereo unspecified)	-9.2%
C=CCc1ccccc1OCCN(C)Cc1ccccc1C(=O)O	?
CC1(COCC2CC2)COc2ccc(C(=O)Nc3ccc(Cl)cc3)cc2N1 (stereo unspecified)	?
COc1ccc(-c2cc(NC(=O)CC3Sc4ccccc4NC3=O)ccc2OC)cc1 (stereo unspecified)	5.5%
CCN(CC)c1cc(CCC(=O)NCCN2CCCCCC2)ccn1	28.2µM*
CC(C)C[C@@H]1N[C@H](C(=O)N2CCN(c3ncccn3)CC2)Cc2c[nH]c3cccc1c23	-17.3%[86.2 µM]
COc1ccccc1-c1nc2nccc(-c3cc(OC)c(OC)c(OC)c3)n2n1	25.1µM*
COc1ccc(CNC(=O)CCC(=O)N2CC3CCCN3c3ccccc32)c(OC)c1 (stereo unspecified)	-29.0%
CCn1c(=O)c2c(cc(C)n2C)n(CC(=O)Nc2ccc(OC)c(Cl)c2)c1=O	18.6%
O=C(NCCc1ccccn1)c1nc(-c2ccccc2)cc2[nH]ccc12	i
Cc1cc(C)c(NC(=O)CNC(=O)c2nccnc2N)c(C)c1	-48.3%
Cc1cccc(-n2c(=O)c3c4c(sc3n3c(C)nnc23)CCCC4)c1	-1.5%
CS(=O)(=O)N1CCCCC1CCNc1nccc(-c2cccnc2)n1 (stereo unspecified)	31.6µM*
CNC(=O)c1cnn2c1CN([S+](=O)([O-])c1cccc(OC)c1)CC2	-15.2%[149 µM]
O=C(c1ccco1)N1CCCC(Cc2nc(C3CCOCC3)no2)C1 (stereo unspecified)	?
Cc1sc(NC(=O)c2ccsc2)c(C#N)c1C	7.6%
CC1CCN(S(=O)(=O)c2ccc(C(=O)Nc3nc(-c4ccccc4)cs3)cc2)CC1	?
O=C(Cc1n[nH]c(=O)c2ccccc12)Nc1ccc(F)cc1F	18.8%
CC1(CCCCc2ccccc2)COc2ccc(C(=O)NCc3cccnc3)cc2N1 (stereo unspecified)	28.2µM*
COc1ccc(NS(=O)(=O)c2ccc(-c3cc(C(F)(F)F)on3)s2)cc1OC	-26.7%
CCc1cc(C(=O)N2CCC(n3nccc3NC(=O)CCOc3ccccc3)CC2)no1	10.0%
COc1ccc(CNc2oc(-c3cccc([N+](=O)[O-])c3)nc2P(=O)(OC)OC)cc1	-4.3%

Looked up above.
Cc1sc(NC(=O)c2ccsc2)c(C#N)c1C in KDM5B inhibitor reads 7.6%
COc1ccc(NS(=O)(=O)c2ccc(-c3cc(C(F)(F)F)on3)s2)cc1OC in KDM5B inhibitor reads -26.7%

(cont.)
SMILES	KDM5B inhibitor
N#Cc1ccccc1CN1CCC2(CC1)Cc1ccccc1CNC2=O	12.8%[115 µM]
Cc1cc(C)n(C(=O)c2ccc(C)c(S(=O)(=O)N3CCOCC3)c2)n1	14.1%
CCCCCCCCCCCC(=O)N/N=C/C(CC)CCCC (stereo unspecified)	13.7%
COc1cc(C(=O)Nc2cccc(NC(=O)C(C)n3cccn3)c2)cc(Cl)c1OC (stereo unspecified)	13.6%
O=C(Cc1ccc(Cl)cc1)Nc1ccc2nn(-c3ccccc3)nc2c1	?
CC(C)OCCCNc1sc(S(=O)(=O)c2ccccc2)nc1S(=O)(=O)c1ccc(Cl)cc1	?
CC(C)c1cc(CN(C)Cc2cn[nH]c2-c2ccc(F)cc2)no1	28.2µM*
COC1CCOC2(CCN(C(=O)c3nn(C)c4ccccc34)CC2)C1 (stereo unspecified)	-7.4%
CCOC(=O)c1ccc(NC(=O)Cc2ccc(-n3c(CC)nc4cccnc43)cc2)cc1	-2.6%
CCOC(=O)c1c(C)[nH]c(C(=O)COC(=O)c2ccc(O)cc2)c1C	27.7%
O=C(COc1ccc(-c2nnco2)cc1)c1ccc(F)cc1	6.3%
Cc1nnc(SCc2cc(=O)[nH]c(/N=C(\N)Nc3ccccc3)n2)s1	12.3%
Cc1c(C(=O)N2CCCC(CCc3ccc(F)cc3)C2)cnc2cc(=O)[nH]n12 (stereo unspecified)	11.4%
O=C(Nc1ccc(F)cc1)NC1CCN(Cc2c(F)cccc2Cl)CC1	27.9%
Cc1ccc2occ(CC(=O)Nc3c(C(=O)Nc4ccc(Cl)cc4)oc4ccccc34)c2c1	7.4%

KDM5B inhibitor, entries above that show a hit
SMILES	KDM5B inhibitor
CCN(CC)c1cc(CCC(=O)NCCN2CCCCCC2)ccn1	28.2µM*
COc1ccccc1-c1nc2nccc(-c3cc(OC)c(OC)c(OC)c3)n2n1	25.1µM*
CS(=O)(=O)N1CCCCC1CCNc1nccc(-c2cccnc2)n1 (stereo unspecified)	31.6µM*
CC1(CCCCc2ccccc2)COc2ccc(C(=O)NCc3cccnc3)cc2N1 (stereo unspecified)	28.2µM*
CC(C)c1cc(CN(C)Cc2cn[nH]c2-c2ccc(F)cc2)no1	28.2µM*

Further structures
SMILES	KDM5B inhibitor
CS(=O)(=O)Oc1ccc2c(c1)O/C(=C\c1ccc(Cl)cc1Cl)C2=O	25.2%
O=C(O)C(c1c[nH]c2ccccc12)N1CCN(c2ncc(Br)cn2)CC1 (stereo unspecified)	5.3%
COc1ccc(-c2nnc(SC(C)C(=O)O)o2)cc1 (stereo unspecified)	-0.9%
COCC(=O)NC1CCC12CCN(C(=O)CC1CCCCC1)CC2 (stereo unspecified)	-18.3%
COc1cc(Oc2nc(C(F)(F)F)nc3ccccc23)ccc1C=O	-10.9%
O=C(Cn1nc(N2CCN(c3ccccc3)CC2)ccc1=O)NCc1ccccc1F	10.5%
N#Cc1cccc(S(=O)(=O)Nc2cccn3ncnc23)c1	-13.4%
COc1ccc(NC(=O)C[C@@H]2C[C@@H](C(C)C)[C@H](CC#N)C=C2C)cn1	7.4%[86.2 µM]
CN(Cc1cccnc1)C(=O)c1n[nH]c2c1CN(Cc1cccnc1)CC2	25.1µM*
CCOc1ccc2nc(N3CCC(C(=O)NCCc4cc(OC)ccc4OC)CC3)sc2c1	-4.1%
COc1cc(Nc2nc(SCc3ccc(Cl)cc3)nc3ccccc23)cc(OC)c1	?
COc1cc(CC(=O)Oc2ccccc2Br)cc(OC)c1OC	3.1%
Cc1ccc(-n2nnnc2CNC(=O)Nc2ccc3c(c2)OCO3)cc1	-8.3%
Cc1nc2ccc(C(=O)NCc3ccccc3)cc2nc1C	-5.0%
CC(=O)c1ccc(N2CCN(C(=O)CCCCn3c(=O)[nH]c4ccccc4c3=O)CC2)cc1	-10.0%
COc1cc(/C=C2/NC(=O)NC2=O)ccc1OCc1ccc(C(=O)O)cc1	10.8%
CC(=O)NCc1cc(-c2nn(C)c(=O)c3ccccc23)ccc1C	7.6%
Cc1ccc(C(=O)c2cccc(C(=O)c3ccc(C)c(C)c3)c2)cc1C	4.5%
CCC1CCCCN1CCCNC(=O)c1c(C)oc2ncn(CC(C)C)c(=O)c12 (stereo unspecified)	-25.0%
O=C(Nc1ccc2c(c1)OCO2)c1cccc(S(=O)(=O)N2CCOCC2)c1	1.8%
CN(C)CCNC(=O)c1nc2nc(-c3ccccc3)c(Cl)cc2n1C	39.8µM*
CCCCCCCCCCCC(=O)Nc1ccc(C)c(C)c1	15.7%
CCN1CCN(C(c2ccccc2)c2c(O)cc(C)n(Cc3ccco3)c2=O)CC1 (stereo unspecified)	?
CCc1ccc(C(=O)NC2CCN(c3cc(-c4ccc(F)cc4)[nH]n3)C2)cc1 (stereo unspecified)	?
OC1(CN2CCCN(c3nc4ccccc4s3)CC2)CNCCOC1 (stereo unspecified)	12.6%
CCc1ccc(Nc2nc(-c3ccc4c(c3)CC(=O)N4)cs2)cc1	-22.3%
Cc1nc(-c2ccccc2)n(CC(=O)Nc2cc(C(F)(F)F)ccc2Cl)c(=O)c1CCO	-14.1%

Some of the compounds tested; count on the stated rates, not on these rows.
